Bioassay records deposited in PubChem by National Center for Advancing Translational Sciences (NCATS).
uPA generation – inhibitors of cell surface uPA generation. cell surface uPA generation assay, qHTS. Potency, µM (series often up to 38.3 µM), without a hit: at the top dose activity change, negative = inhibition, actives largely listed as inhibitors. 0.31% of 330,000 active. AID 540303; active = well fitted inhibition curve with a large enough effect; inconclusive = small, poorly fitted or top-dose-only effect; inactive = no such curve, though single readings can be large or run the other way; tested in mouse RAW 264.7 cells; also: potency is read from the fitted curve at half-maximal effect; nearly all actives have a fitted effect of over 55% in size
B2AR arrestin – recruits beta-arrestin to the human beta2-adrenergic receptor. P07550. beta-arrestin recruitment to beta2AR, cell-based reporter. Potency, µM (highest dose often 46.1 µM), for the others: at the top dose activation, usual class: activators. 0.02% of 330,000 active. AID 492947;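 also: potency is read from the fitted curve at half-maximal effect; 0% = DMSO controls and full agonism = EC100 isoproterenol or metaproterenol; nearly all actives have a fitted effect of over 65% in size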
Giardia killer – Giardia lamblia killing. Giardia lamblia trophozoite viability. activity change, % at 7.66 µM, hits read low. 0.15% of 340,000 active. AID 540267; in the data active = activity change below about -80%; inconclusive = between about -30% and that limit;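 also: parasites exposed to compound for two days anaerobically before the ATP read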
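Viability, read as ATP luminescence: trophozoites at 100 cells/well, compound added, 48 hrs anaerobic at 37 deg C, then 15-30 min room-temperature development before reading.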
Eya2 inh – inhibitors of human Eya2 phosphatase activity; O00167; recombinant Eya2, OMFP fluorescence dephosphorylation (OMFP is methylfluorescein phosphate); Potency, µM (titrated, usually from 76.9 µM), for the others: at the top dose activity, negative = inhibition, hits mostly inhibitors; 0.006% of 330,000 active; AID 488837; also: potency is read from the fitted curve at half-maximal effect
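Eya2 protein (added as 0.2 uM solution) was preincubated with compound for 10 min at ambient temperature in 50 mM HEPES pH 7.5, 50 mM NaCl, 5 uM MgCl2, 0.05% BSA, 1 mM DTT. OMFP (added at 50 uM) then reacted 10 min; fluorescence read at 485/525 nm.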
GALK inhibitor – inhibitors of human galactokinase. 0.007% of 270,000 active. Purified GALK, Kinase-Glo residual ATP luminescence. P51570. AID 1868. Potency, µM (top dose mostly 57.5 µM), for the others: at the top dose activity change, negative = inhibition, usual class: inhibitors; also: potency is read from the fitted curve at half-maximal effect
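Kinase-Glo Plus luminescence measured ATP left after a 1 h room-temperature reaction. The reaction used 5 nM GALK, 100 uM galactose and 35 uM ATP at pH 8.0 (20 mM HEPES, 5 mM MgCl2, 60 mM NaCl, 1 mM DTT, 0.01% BSA).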
KCNH2 3.1 inh – blocks the human KCNH2 3.1 channel isoform. activity change, % (tested at about 1.8 µM). U2OS KCNH2 3.1, thallium flux FluxOr; active compounds read low. 0.95% of 340,000 active;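 active = maximum activity change below -70%; inconclusive = maximum activity change from -70% to -50%; inactive = maximum activity change above -50%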;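 also: thallium influx rate constant from kinetic fluorescence after stimulation buffer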
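Thallium flux via FluxOr fluorescence (Red40 quencher, 45 min loading) in U2OS cells virally expressing the KCNH2 3.1 isoform (1.77 x 10^8 /mL virus, overnight at 37 C). Rate constants from 2-min kinetic reads post-stimulation, normalised to positive and negative controls.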
Chronic BCR inh – inhibitors of chronic active B-cell receptor signaling | ABC-DLBCL IkBa-CBG/CBR reporter, luminescence ratio, 4 h | Potency, µM (top dose mostly 46.1 µM), inactives show top-dose ratio change, negative = lower green/red ratio, usual class: inhibitors | 0.05% of 340,000 active | AID 493014; active = well fitted inhibition curve with a large enough effect in the signal ratio, with a control signal flat, not every such curve was filed as active; inconclusive = small, poorly fitted or top-dose-only effect, or effect the other way, or a change in a side signal; the % refers to the signal ratio;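 also: potency is read from the fitted curve at half-maximal effect; plate controls were basal doxycycline-induced cells for no effect and cells given 10 µM MG132 for full effect; MG132 reads +100%, hits lower the ratio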
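Cell line TMD8 (human ABC DLBCL), stably expressing tet-inducible CBG68-IkBa fusion and CBR; IMDM/0.5% FBS; cpd up to 46 uM; dox induction, 4 h, 37C/5% CO2; dual luminescence; green/red ratio; MG132 control.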
USP2a block – inhibitors of human ubiquitin-specific protease USP2a | USP2 core, Ub-CHOP2 coupled fluorogenic reporter, 485/531 | 0.01% of 330,000 active | Potency, µM (doses to about 38.3 µM), without a hit: at the top dose activity change, negative = inhibition, actives largely listed as inhibitors | O75604;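 also: potency is read from the fitted curve at half-maximal effect; plate controls were DMSO wells for no effect and full inhibition by NEM control for full effect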
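Deubiquitinase activity read as fluorescence (485/531 nm) after Ub-CHOP2 cleavage activates the enterokinase reporter on its substrate; USP2 core 10nM, Ub-CHOP2 and substrate 25nM each, 30min compound preincubation then 60min RT; data normalized to NEM, curves fitted.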
KCNH2 WT inh – KCNH2 (human, wildtype) channel inhibition; 0.37% of 340,000 active; Q12809; activity change, % at 1.84 µM; U2OS, BacMam KCNH2, thallium flux FluxOr; active compounds read low;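 active = maximum activity change below -70%; inconclusive = maximum activity change between -70% and -50%; inactive = maximum activity change above -50%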
Target sequence (Q12809 whole entry, looked up): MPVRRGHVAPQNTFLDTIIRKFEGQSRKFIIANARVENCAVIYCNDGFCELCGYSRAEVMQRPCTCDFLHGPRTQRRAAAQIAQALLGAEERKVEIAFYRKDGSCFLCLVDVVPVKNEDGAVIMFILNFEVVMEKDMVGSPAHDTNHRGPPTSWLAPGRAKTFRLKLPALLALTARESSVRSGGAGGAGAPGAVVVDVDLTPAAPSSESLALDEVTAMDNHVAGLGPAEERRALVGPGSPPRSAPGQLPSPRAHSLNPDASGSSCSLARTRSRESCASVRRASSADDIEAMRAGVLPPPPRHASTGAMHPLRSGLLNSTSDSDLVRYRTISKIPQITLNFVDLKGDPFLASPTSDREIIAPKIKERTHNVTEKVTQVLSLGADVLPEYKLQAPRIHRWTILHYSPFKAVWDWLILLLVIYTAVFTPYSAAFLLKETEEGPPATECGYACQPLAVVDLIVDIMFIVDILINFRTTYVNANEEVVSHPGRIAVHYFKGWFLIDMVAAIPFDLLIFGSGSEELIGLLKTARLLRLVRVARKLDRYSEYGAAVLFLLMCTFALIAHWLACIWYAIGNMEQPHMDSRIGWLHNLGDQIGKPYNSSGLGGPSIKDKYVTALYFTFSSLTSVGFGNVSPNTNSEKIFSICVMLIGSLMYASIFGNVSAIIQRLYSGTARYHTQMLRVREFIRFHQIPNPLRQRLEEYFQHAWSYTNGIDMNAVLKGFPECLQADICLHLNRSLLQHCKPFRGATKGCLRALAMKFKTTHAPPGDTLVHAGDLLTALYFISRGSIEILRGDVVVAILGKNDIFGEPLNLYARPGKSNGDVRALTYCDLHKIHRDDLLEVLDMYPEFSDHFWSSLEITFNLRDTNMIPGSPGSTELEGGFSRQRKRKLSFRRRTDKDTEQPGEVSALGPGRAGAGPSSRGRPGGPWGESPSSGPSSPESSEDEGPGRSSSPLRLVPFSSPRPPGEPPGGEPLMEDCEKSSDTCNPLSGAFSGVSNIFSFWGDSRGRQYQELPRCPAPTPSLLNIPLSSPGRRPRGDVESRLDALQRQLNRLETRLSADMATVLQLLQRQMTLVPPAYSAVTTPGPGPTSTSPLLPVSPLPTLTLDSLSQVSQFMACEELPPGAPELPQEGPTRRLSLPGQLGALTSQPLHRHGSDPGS
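U2OS cells were transduced with wild-type KCNH2 virus (2.03 x 10^8 / mL) for 4 h at room temperature, then cultured overnight at 37 C. Thallium flux was read with FluxOr dye. Rate constants were normalized to DMSO controls.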
Coupling enz – coupling enzyme interference in Giardia aldolase counter-screen; coupling enzyme system counterscreen, AmpLite Red fluorescence; AID 2472; activity change, negative = inhibition, % at 58.2 µM, hits read low; 0.67% of 290,000 active; in the data active = activity change below about -30%
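Counterscreen lacking aldolase: glyceraldehyde-3-phosphate coupling-enzyme reagent preincubated 10 min at RT with compound (at 57.5 uM final), then substrate/coupling system with AmpLite Red added; fluorescence read at 525/598 nm after 20 min RT.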
PKM2 activator – PKM2 (human) enzyme activation. AID 1631. 0.34% of 260,000 active. Potency, µM (doses to about 57.5 µM), inactives show at the highest dose activation, hits mostly activators. purified PKM2, Kinase-Glo ATP luminescence, activation; response scale: 0% is enzyme alone, no compound. P14618; also: potency is read from the fitted curve at half-maximal effect; nearly all actives have a fitted effect of over 55% in size
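hPK-M2, >95% pure; 0.1 mM ADP / 0.5 mM PEP final; imidazole pH7.2 buffer w/ 7 mM MgCl2, 50 mM KCl; 1 h RT; Kinase-Glo lum. Intermediate enzyme activity for dual inhibitor/activator qHTS.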
Numbers without * were called inactive; ? = inconclusive; . = no result given. Unless noted, calls follow the shape of the dose curve; as a rule, active = well fitted curve in the direction sought with a large enough effect; inconclusive = small, poorly fitted or top-dose-only effect, or another doubt; inactive = no such curve, though single readings can be large; an effect the other way counts as inactive or inconclusive. Unless noted, % is scaled to controls: 0 for no effect and ±100 for the full control effect.

SMILES	uPA generation	B2AR arrestin	Giardia killer	Eya2 inh	GALK inhibitor	KCNH2 3.1 inh	Chronic BCR inh	USP2a block	KCNH2 WT inh	Coupling enz	PKM2 activator
COc1ccc(N2CCN(S(=O)(=O)CCNC(=O)c3ccc4c(c3)OCO4)CC2)cc1	-1%	0.4%	-3	3%	.	-12	-6%	2%	-3	.	.
CC(C)=NNC1=NC(C)(C)Cc2ccccc21	6%	-0.2%	12	-1%	3%	5	11%	3%	-3	-7	-2%
CCCn1c(CCC(=O)O)ccc1-c1ccc(OC)cc1	1%	.	1	.	1%	15	.	.	3	8	3%
COc1ccc(-c2oc3ncnc(NCCCO)c3c2-c2ccc(OC)cc2)cc1	2%	0.3%	-5	-7%	0%	-1	?	-7%	-9	-3	2%
CCOP(=O)(c1ccccc1)c1nc(-c2ccccc2C)oc1N1CCCCC1 (configuration not stated)	0%	-0.8%	-8	-5%	-5%	-6	?	-1%	1	-4	-5%
O=C(C[C@@H]1C/C=C\C[C@H](Cc2ccc(F)cc2)C(=O)OCCNC1=O)N[C@H](CO)Cc1ccccc1	-7%	0.3%	22	-5%	.	-20	0%	3%	-1	.	.
CC1CCC(NC(=O)CSc2nncn2C)CC1 (configuration not stated)	1%	-0.4%	-13	0%	.	-7	1%	2%	-4	.	.
CCOC(=O)/C=C1\Nc2ccccc2OC1=O	-8%	-0.1%	6	3%	0%	3	?	2%	-4	-2	6%
Cn1c(=O)c2c(SCC(=O)N3CCOCC3)nc(-c3ccccc3F)nc2n(C)c1=O	11%	-0.7%	14	0%	1%	17	0%	3%	32	3	-17%
CCN(CC)c1ccc(C2C(C(=O)OC)=C(C)NC(C)=C2C(=O)OC)cc1	4%	-0.8%	12	0%	3%	-4	1%	0%	-3	-2	3%
CC(C)CN(C(=O)Cn1c(=O)cnc2ccccc21)C1CCS(=O)(=O)C1 (configuration not stated)	5%	0.1%	20	24%	.	-12	4%	1%	-2	.	.
CC(=O)c1ccc(OCC(O)CN2CCN(S(=O)(=O)c3c(C)c(C)cc(C)c3C)CC2)cc1 (configuration not stated)	-7%	-0.5%	-16	-8%	-2%	1	-3%	1%	0	1	-8%
CN(CC(=O)NCCc1ccc(F)cc1)Cc1cccs1	3%	0.0%	1	11%	0%	-6	3%	1%	2	0	-6%
CC(CCCCC(=O)Nc1ccc(C(F)(F)F)cc1)NCCc1cnc[nH]1 (configuration not stated)	.	-0.3%	.	1%	6%	.	?	0%	.	4	-2%
O=C1CC(NCC2CCCO2)C(=O)N1c1ccc(F)cc1 (configuration not stated)	3%	-0.8%	12	-2%	5%	5	-2%	3%	-16	4	2%
O=S(=O)(c1ccccc1)c1nc(NC2CC2)sc1Cl	-14%	-0.9%	9	-7%	9%	18	-1%	-13%	-15	-2	-2%
FC(F)(F)c1ccc(/C=N/N2CCN(Cc3ccccc3)CC2)cc1	3%	-0.4%	-1	-6%	0%	-13	3%	3%	1	-2	1%
CC1(C)C(=O)Nc2ccccc2N1C(=O)CN1C(=O)NC(CCc2ccccc2)C1=O (configuration not stated)	10%	-1.6%	-6	6%	10%	13	-1%	0%	-3	-3	-5%
CC1CCCN(CCC(=O)Nc2ccc(Br)cc2)C1 (configuration not stated)	-10%	0.1%	-7	-10%	2%	-10	-1%	1%	29	2	3%
CCOC(=O)c1cccc(NC(=O)CNS(=O)(=O)c2cccs2)c1	0%	0.7%	10	3%	-4%	5	-10%	-1%	3	-3	-3%
Cc1ccc2c(c1)N(CC(=O)NC1CCCC1)C(=O)C(C)O2 (configuration not stated)	-1%	0.1%	4	14%	-2%	-4	1%	2%	8	4	.
COc1cc(OC)c(CNC2CCCCCC2)cc1Br	.	0.4%	3	-2%	-3%	-10	?	1%	5	0	-2%
CN(C(=O)CSc1nnc(-c2ccc(Cl)cc2)n1CC1CCCO1)C1CCS(=O)(=O)C1 (configuration not stated)	7%	0.3%	-21	10%	4%	1	-2%	-1%	-11	2	-2%
CC(OC(=O)c1snc(C(=O)NC2CCCCC2)c1N)C(=O)NC(C)(C)C (configuration not stated)	6%	-1.1%	5	-3%	-7%	2	?	-2%	-6	0	-13%
CNC[C@H]1Oc2c(NC(=O)C3CCCCC3)cccc2C(=O)N([C@H](C)CO)C[C@@H]1C	0%	-1.1%	-4	21%	.	3	2%	3%	4	.	.
CSc1ccc(Cl)c(C(=O)Nc2nccs2)c1	-12%	-0.2%	0	2%	0%	8	?	3%	0	5	-1%
COc1ccc(/C=N/n2c(=O)[nH]c3c([nH]c4ccc(Cl)cc43)c2=O)cc1CN1CCCCC1	3%	-0.2%	11	19%	0%	-1	0%	1%	-12	3	-6%
O=C(NC1CCCC1)C1CCCN(S(=O)(=O)c2ccc(F)cc2)C1 (configuration not stated)	0%	-0.6%	4	-4%	-3%	12	-1%	1%	5	2	.
CCOC(=O)c1cc2c(=O)n3ccccc3nc2n(Cc2ccco2)c1=NC(=O)c1ccc(OC)cc1OC	0%	0.1%	24	-17%	1%	2	?	11%	-2	0	.
CC(=O)Nc1ccc(NC(=O)COc2ccc(-c3ccccc3)cc2)cc1	-14%	4.0%	-28	-2%	9%	-35	-2%	0%	-21	.	.
CC1C2NC(=O)N(Cc3ccccc3)C1(C)Oc1ccccc12 (configuration not stated)	4%	-0.2%	-10	4%	2%	3	-10%	0%	-21	-2	0%
COc1ccc(-c2nnc(CSc3nnc(-c4ccncc4)n3C3CCCCC3)o2)cc1OC	.	-0.8%	6	-7%	0%	-1	?	2%	-11	2	-4%
CCc1ccccc1NC(=O)CSc1nc2[nH]c(=O)cc(O)c2s1	-1%	-1.0%	27	3%	0%	4	4%	-1%	5	5	15%
COC(=O)c1ccccc1N=Nc1c(C)noc1C	-1%	-1.0%	-5	16%	-1%	2	?	0%	-8	-1	3%
Cc1ccc2nc(SCC(=O)Nc3cccc(S(=O)(=O)N(C)C)c3)[nH]c2c1	-5%	-0.6%	17	-3%	1%	-5	0%	2%	-2	-1	2%
O=C(/C=C/c1ccccc1[N+](=O)[O-])NNC(=O)c1ccncc1	-19%	-0.1%	-18	0%	.	-1	-15%	-1%	0	.	.
CCCOC(=O)CCNc1n[nH]c(=O)[nH]c1=O	4%	0.4%	2	9%	7%	9	2%	0%	-9	2	-3%
Cc1ccccc1NC(=O)Cn1nc(C)n2cccc2c1=O	18%	-0.3%	-1	-5%	0%	5	?	3%	0	1	.
CNc1c(C(=O)O)ccc2c1C(=O)c1ccccc1C2=O	-2%	-0.5%	-13	-11%	.	-9	?	-1%	-4	4	-29%
Cc1ccc(C)c(NS(=O)(=O)c2csc(C(N)=O)c2)c1	-1%	0.3%	-2	?	3%	9	?	0%	-6	1	.
S=C(Nc1ccc(Br)cc1)NC1CCN(Cc2ccccc2)CC1	4%	3.0%	15	-8%	6%	-28	-2%	2%	19	1	-1%
COc1ccc(-n2nc3ccccc3n2)cc1	-2%	-0.5%	0	5%	4%	13	0%	2%	-14	1	3%
Cc1ccc(NC(=O)CN(C)C(=O)c2cc3c(s2)CCCCC3)cc1	10%	-0.9%	-27	3%	.	-37	-1%	1%	0	.	.
Cc1cc(NC(=O)CN2CCC(O)(c3cccc(F)c3)CC2)no1	1%	0.2%	-5	8%	1%	-3	5%	3%	-15	3	0%
O=C(Nc1ccc(C(F)(F)F)cc1)c1cnc(N2CCN(c3ccccn3)CC2)c2ccccc12	-4%	-0.2%	8	3%	0%	-31	-14%	8%	-4	-15	2%
Cn1c(=O)oc2cc(S(=O)(=O)NCCC(=O)N3CCc4ccccc43)ccc21	5%	-0.2%	-14	-9%	0%	6	1%	0%	6	-1	6%
CCC(C)NC(=O)CSc1nnc(-c2ccc(C(C)(C)C)cc2)n1C (configuration not stated)	3%	0.0%	-16	20%	1%	11	-3%	2%	-2	0	1%
Cc1noc(C)c1COC(=O)c1cnc(Cl)c(Cl)c1	-7%	0.2%	-16	-7%	8%	-8	?	6%	-4	-2	-6%
COc1ccc(CNC(=O)COC(=O)c2ccc(F)c(S(=O)(=O)N3CCCCC3)c2)cc1OC	-8%	-0.5%	6	0%	-1%	24	-19%	1%	3	-1	-6%
COc1cccc2c1C(=O)C=C(C)C2=O	-18%	-1.4%	-3	-14%	-4%	4	?	2%	4	-39*	24%
CC1=C(C)CC(C(=O)Nc2nccs2)C(C(=O)O)C1 (configuration not stated)	1%	-0.5%	-16	?	4%	20	6%	0%	-5	1	5%
